From PubChem BioAssay
D1 ag: Allosteric Agonists of the Human D1 Dopamine Receptor: qHTS; 360,000 compounds, 1% hits; AID 504660, 2011; HEK293 T-REx D1 cells, calcium flux, agonist mode; activation, % at 2 µM; in the data active means activation above about 30%; further: 0% is about no effect
Target sequence (P21728 whole entry, looked up): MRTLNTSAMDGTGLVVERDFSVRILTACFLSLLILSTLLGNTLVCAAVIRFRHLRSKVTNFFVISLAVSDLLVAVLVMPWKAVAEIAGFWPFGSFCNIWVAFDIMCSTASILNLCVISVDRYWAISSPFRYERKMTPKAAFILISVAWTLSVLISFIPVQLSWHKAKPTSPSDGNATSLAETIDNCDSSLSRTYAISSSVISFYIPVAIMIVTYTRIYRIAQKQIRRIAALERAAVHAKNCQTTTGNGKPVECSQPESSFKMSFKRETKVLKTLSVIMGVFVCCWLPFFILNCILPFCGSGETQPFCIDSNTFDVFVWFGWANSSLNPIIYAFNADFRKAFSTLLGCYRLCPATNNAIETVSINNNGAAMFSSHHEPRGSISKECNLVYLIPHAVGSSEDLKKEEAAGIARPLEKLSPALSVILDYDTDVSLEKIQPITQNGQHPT
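Tetracycline-induced HEK293 TREx D1 cells, force-coupled to calcium signalling, were dye-loaded with a no-wash calcium kit. Compound was pin-added after a 10 s baseline. Fluorescence was read kinetically at 1 cycle/s for 180 s, with calcium rises flagged as agonism.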
D1 antagonist: Antagonist of Human D 1 Dopamine Receptor: qHTS. D(1A) dopamine receptor (Homo sapiens), P21728. HEK293 TREx D1 cells, calcium flux, dopamine EC80; active compounds read low. activity change, negative = inhibition, % at 10 µM. 360,000 compounds, 3.2% hits. AID 504652, 2011; in the data active means activity change below about -30%; further: on the % scale 0 is the no-effect control and ±100 the full control effect
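Calcium flux readout: force-coupled, inducible Hek293 Trex D1 line, cells induced overnight at 30 C with tetracycline, dye-loaded 30–90 min at RT. Antagonism scored against EC80 dopamine challenge given 180 s after compound.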
RXFP1 antag: qHTS Assay for Antagonists of the Relaxin Receptor RXFP1; 350,000 compounds, 0.59% hits; HEK293-RXFP1, relaxin-stimulated cAMP HTRF, 30 min; active compounds read low; activity change, negative = inhibition, % at 57.5 µM;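 active means activity change of -60% or lower, but not beyond a set lower limit; inconclusive means change between -60% and -40%, or beyond the set limit; inactive means change above -40%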; further: on the % scale 0 is the no-effect control and ±100 the full control effect
Vif-APOBEC3F blk: qHTS for Inhibitors of Vif-A3F Interactions: qHTS; 390,000 compounds, 0.2% hits; Potency, µM (titrated, usually from 46.1 µM), for inactives: at the highest dose activity, negative = active; HeLa A3F-eYFP + Vif (tagged APOBEC3F with the HIV-1 protein that degrades it), YFP fluorescence increase; further: potency means the concentration at half of the fitted maximal effect; % of control where 0% means no effect; nearly all actives have a fitted effect of over 65% in size
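Fluorescence increase (Ex 488/Em 500-530) after overnight compound treatment at 37 deg C flags inhibition of Vif-driven A3F-eYFP loss in stable HeLa A3F-eYFP/Vif cells seeded overnight beforehand.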
D1 PAM: Potentiators of Human D1 Dopamine Receptor: qHTS. potentiation, % at 10 µM. D(1A) dopamine receptor (Homo sapiens), P21728. HEK293 TREx D1 cells, calcium flux, dopamine EC20 potentiation. 360,000 compounds, 0.036% hits; in the data active means potentiation above about 30%; further: 0% is about no effect
GRP78 ERSR act: qHTS for Inducers of the Endoplasmic Reticulum Stress Response (ERSR) in Human Glioma: qHTS. U87-MG GRP78 promoter luciferase reporter, 16 h. Potency, µM, without a hit: top-dose activation, actives largely listed as activators. 420,000 compounds, 0.02% hits. AID 602332, 2012; further: potency means the concentration at half of the fitted maximal effect; series mostly up to about 76 µM; % of control where 0% means no effect; nearly all actives have a fitted effect of over 35% in size
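Stably transfected U87-MG human glioma cells carrying a GRP78-based luminescent sensor were seeded at 1000 cells/well, pin-dosed with compounds and incubated 16 h. Luciferase reagent was then added, and end-point luminescence was read after 10 min at room temperature.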
Vif-A3G inh: qHTS for Inhibitors of Vif-A3G Interactions: qHTS. DNA dC->dU-editing enzyme APOBEC-3G (Homo sapiens), Q9HC16. HeLa A3G-eYFP + Vif (tagged APOBEC3G with the HIV-1 protein that degrades it), YFP fluorescence, overnight. Potency, µM (titrated, usually from 46.1 µM), inactives show at the highest dose activity, negative = active, usual class: inhibitors. 410,000 compounds, 0.076% hits. AID 602310, 2012;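 further: potency means the concentration at half of the fitted maximal effect; on the % scale 0 is the no-effect control and ±100 the full control effect; nearly all actives have a fitted effect of over 60% in size; hits raise eYFP signal because A3G escapes Vif-driven loss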
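HeLa cells stably expressing Vif and C-terminally eYFP-tagged A3G, seeded overnight at 37 deg C, then exposed to compound by pintool overnight at 37 deg C. Rise in yellow fluorescence (Ex 488/Em 500-530, Acumen) marks blocked Vif-driven A3G degradation.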
D2 PAM: HTS Assay for Positive Allosteric Modulators of the Human D2 Dopamine Receptor: Primary Screen for Potentiators; D(2) dopamine receptor (Homo sapiens), P14416; HEK293 T-REx D2, calcium flux, EC20 dopamine potentiation; potentiation, % at 10 µM; 340,000 compounds, 0.34% hits; AID 485347, 2010;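 active means potentiation over 3 SD above the plate norm, cut at about 30% in these data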; further: 0% is about no effect
Target sequence (P14416 whole entry, looked up): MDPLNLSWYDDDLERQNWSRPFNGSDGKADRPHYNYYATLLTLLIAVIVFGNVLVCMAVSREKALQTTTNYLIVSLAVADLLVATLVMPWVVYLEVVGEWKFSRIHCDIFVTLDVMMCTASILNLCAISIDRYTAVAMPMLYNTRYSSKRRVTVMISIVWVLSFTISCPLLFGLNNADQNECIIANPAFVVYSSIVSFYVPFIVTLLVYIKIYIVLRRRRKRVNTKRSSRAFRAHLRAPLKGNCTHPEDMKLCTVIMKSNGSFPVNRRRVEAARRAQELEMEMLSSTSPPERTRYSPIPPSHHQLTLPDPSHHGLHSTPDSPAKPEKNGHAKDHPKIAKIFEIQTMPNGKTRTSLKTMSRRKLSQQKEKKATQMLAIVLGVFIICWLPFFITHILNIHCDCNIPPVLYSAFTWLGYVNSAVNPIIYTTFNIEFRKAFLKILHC
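Tetracycline-induced Hek293 Trex D2 cells, force-coupled to calcium, loaded with no-wash calcium dye. Compound added with 180 s kinetic read for agonism, then EC20 dopamine and a further 180 s read for potentiation.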
RXFP1 agonist: qHTS Assay for Agonists of the Relaxin Receptor RXFP1 | 370,000 compounds, 0.3% hits | Relaxin receptor 1 (Homo sapiens), Q9HBX9 | Potency, µM (titrated, usually from 57.5 µM), without a hit: at the highest dose activation, most hits filed as activators | HEK293T-RXFP1 cAMP TR-FRET, 30 min; response scale: percent of porcine relaxin response, buffer zero; further: potency means the concentration at half of the fitted maximal effect; on the % scale 0 is the no-effect control and ±100 the full control effect; nearly all actives have a fitted effect of over 60% in size; many of its hits are not listed in these tables
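HEK293 cells stably expressing RXFP1, treated 30 min at 37C with compounds plus PDE4 inhibitor Ro 20174; cAMP measured by HTRF TR-FRET. Normalized to buffer and 29 nM porcine relaxin; EC50 by Hill fit.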
Active calls of the source: *; ? = inconclusive; nt = not tested or not shown; & = joins results of further samples. Unless noted, the call rests on the fitted dose curve; in most records, active means well fitted curve in the direction sought with a large enough effect; inconclusive means small, poorly fitted or top-dose-only effect, or another doubt; inactive means no such curve, though single readings can be large; an effect the other way counts as inactive or inconclusive. Only part of the results is shown; rates above refer to the full screens.

no.	molecule	D1 ag	RXFP1 antag	RXFP1 agonist	D1 PAM	Vif-A3G inh	Vif-APOBEC3F blk	GRP78 ERSR act	D2 PAM	D1 antagonist
1	CN(CC(=O)NCc1ccccn1)S(=O)(=O)c1ccc(Cl)cc1	1.2	-9.9	1.0%	-9.1	0.6%	0.2%	-1.3%	-5.1	15.8
2	COc1ccc(C2C(C(=O)Nc3ccc4c(c3)OCCO4)c3ccccc3C(=O)N2C)cc1 (stereo not given)	0.0	-13.1	3.4%	-3.9	0.9%	nt	-4.6%	-7.1	-9.5
3	CC(=O)Nc1ccc(S(=O)(=O)N[C@@H](C)C(=O)OCc2ccc(Cl)cc2)cc1	4.1	7.0	0.5%	-1.5	1.3%	-0.1%	-4.2%	10.3	-6.2
4	C/C(=N\NC(=O)C(=O)Nc1ccc(C)cc1)c1ccncc1	12.7	nt	2.5%	-16.4	-0.2%	-6.5%	2.3%	-4.9	-20.6
5	CC(C)(C)C(=O)N1CCC[C@H]1C(O)(c1ccccc1)c1ccccc1	3.3	nt	-0.8%	-3.0	1.1%	-1.3%	-0.7%	18.2	4.6
6	COc1ccc(F)cc1S(=O)(=O)NCC(c1ccc2c(c1)OCO2)N1CCN(C)CC1 (stereo not given)	2.3	-7.8	1.0%	-3.1	4.8%	9.9%	-6.4%	-14.5	-2.9
7	O=C(Nc1nccs1)c1ccc(N2CCOCC2)c([N+](=O)[O-])c1	4.3	-15.7	1.3%	1.5	-0.6%	10.7%	1.0%	-2.1	-19.0
8	CN(C)S(=O)(=O)c1cccc(NC(=O)COC(=O)COc2ccccc2[N+](=O)[O-])c1	-1.7	9.7	0.6%	-2.9	-0.5%	-20.7%	6.4%	7.9	-8.4
9	COc1ccc(NC(=O)c2cc(C)nc3c2c(C)nn3-c2ccc(C)cc2)cc1OC	-0.2	-7.7	3.7%	0.2	0.0%	1.8%	-2.8%	-2.6	-18.4
10	Cc1cccc(Nc2c(-c3ccc(N4CCOCC4)cc3)nc3ncccn23)c1	1.5	nt	11.8%	-3.4	0.4%	0.6%	-1.3%	-1.8	0.7
11	NC(=O)C1CCN(c2ccc(S(=O)(=O)N3CCCCC3)cn2)CC1	0.9	-1.9	1.3%	-5.5	0.5%	-16.3%	-2.1%	6.5	-11.3
12	CCc1ccc(CNc2ccc3c(c2)ncn3C(C)(C)C)cc1	1.7&4.8	9.0&-3.3	0.7%&0.3%	1.9&0.9	-8.2%&7.6%	-13.1%&1.6%	5.2%&0.3%	3.4&14.3	19.7&4.9
13	Cc1cccc(Nc2nc(-c3ccc(O)c(O)c3)cs2)n1	0.3	6.4	4.2%	-10.9	?	1.8%	?	7.3	-20.9
14	CC1=C(C(=O)N2CCOCC2)CC(CC(=O)NCc2cccs2)C(=O)N1Cc1ccc(F)cc1 (stereo not given)	nt	-1.8	nt	nt	2.2%	-7.1%	-0.9%	nt	nt
15	O=C(O)c1cc(N/N=C/c2ccc3c(c2)OCO3)ccc1Cl	-0.9	7.4	0.0%	-2.2	3.4%	12.8%	-10.7%	-2.2	13.2
16	O=C1CN(C(=O)COc2cccc(F)c2)c2ccccc2N1	1.0	nt	0.7%	-1.6	nt	nt	nt	10.7	-10.1
17	CCOC(=O)C1CCCN(C(=O)c2cc3ncc(Br)cn3n2)C1 (stereo not given)	4.2	6.0	3.7%	0.6	0.4%	-4.2%	-5.9%	-2.0	10.2
18	COc1ccc(C(CC(=O)N2CCOCC2)c2c(OC)cc(OC)c3c(-c4ccccc4)cc(=O)oc23)cc1 (stereo not given)	4.5	nt	5.9%	-8.9	-3.4%&-7.5%	2.5%	-5.5%&-4.1%	1.4	-41.5*
19	CN(C)c1nc(Oc2ccc(N)cc2)nc(N(C)C)n1	0.1	9.1	2.8%	-5.0	0.3%	4.8%	-5.3%	nt	-8.0
20	Cc1cc(SCC(=O)N(C)CC(=O)Nc2ccc(F)cc2)nc2ccccc12	-0.1	-2.8	3.1%	-1.1	-6.8%	0.9%	-4.9%	-14.2	4.9
21	COc1ccc(C(C)=O)cc1CSc1nc2ccccc2c(=O)n1-c1cccc(C)c1	2.4	-2.9	2.6%	-0.8	-5.5%	9.3%	-4.5%	0.5	0.6
22	Cc1nc(NS(=O)(=O)c2ccccc2)sc1C(=O)NNS(=O)(=O)c1ccccc1	1.6	-5.8	0.5%	-1.1	0.9%	0.7%	-4.5%	16.4	-17.2
23	CC(C)(C)OC(=O)NC(Cc1ccccc1)C(=O)NCCCC(=O)O (stereo not given)	0.2	-3.9	1.9%	0.1	1.3%	-1.4%	-3.8%	-1.1	10.4
24	CCOC(=O)C1CCN(S(=O)(=O)c2ccc(C)cc2)CC1	2.1	2.5	1.2%	-5.8	-1.5%	-3.3%	0.3%	-10.8	-0.1
25	Cc1ccc(N2C(=O)CSC2=S)cc1C	2.9	-2.3	1.2%	5.5	10.6%	5.2%	6.4%	6.2	-3.4
26	CN(C)CCN1C(=O)C(=O)/C(=C(/O)c2ccc(S(=O)(=O)N3CCOCC3)cc2)C1c1ccccc1 (stereo not given)	3.2	4.0	2.5%	8.2	-7.1%	-3.9%	-2.5%	-7.8	-1.0
27	Cc1cccc(Sc2c([N+](=O)[O-])ncn2C)c1	1.1	-3.5	0.5%	-2.0	-6.5%	-8.9%	-7.1%	-2.5	-13.8
28	CC(C)(C)NC(=S)NC1CC1	1.7	7.2	5.3%	-0.5	0.9%	-0.1%	3.8%	22.0	0.1
29	Cc1ccc(CNC(=O)c2cc(S(=O)(=O)N3CCCC3)cn2C)cc1	3.6	1.0	1.7%	-2.6	-5.6%	5.5%	-2.6%	14.5	-19.9
30	CC(C)n1c(NCc2ccc(N(C)C)cc2)nc2ccccc21	4.0	-0.3	0.1%	3.0	-1.8%	6.7%	-2.4%	2.8	15.9
31	COc1ccc(C(=O)COC(=O)CCCC(=O)NC2CCCCC2)cc1	1.1	-13.9	-0.5%	1.8	-1.1%	5.7%	-5.6%	3.0	-0.1
32	COCCCNC(=S)Nc1ccccc1[N+](=O)[O-]	2.7	-5.3	1.0%	-7.2	1.4%	-3.7%	0.4%	3.3	17.5
33	Cc1ccccc1-c1ccc(Nc2ccc(C(=O)N3CCOCC3)cc2)nn1	1.9	1.0	3.7%	0.8	-8.3%	0.0%	-2.1%	-6.2	4.3
34	CC1=C(C(=O)N2CCOCC2)CC(CC(=O)NCc2cccc3ccccc23)C(=O)N1CCCN1CCCC1=O (stereo not given)	nt	-8.0	nt	nt	1.7%	-5.3%	-5.8%	nt	nt
35	CCOc1ccccc1Nc1nc2ccccc2c2nncn12	2.0	-2.7	5.7%	4.2	-0.8%	-9.7%	-0.4%	2.4	-1.0
36	O=C1C2CCCCC2C(=O)N1c1ccc(NC2CCN(Cc3ccccc3)CC2)c([N+](=O)[O-])c1 (stereo not given)	1.0	-1.6	-0.7%	7.0	-5.1%	7.1%	-4.6%	-10.2	3.7
37	CC(=O)C1=C(C)Nc2ncnn2C1c1ccc(C)cc1 (stereo not given)	1.3	-1.2	-2.6%	0.2	-0.5%	-7.4%	-0.4%	25.8	-0.6
38	CCN1CCN(CCCNC(=O)c2ccc3c(Cl)c4c(nc3c2)CCCC4)CC1	0.6	-17.3	-3.2%	-2.2	-1.2%	-13.6%	-1.7%	8.9	-1.4
39	O=C(N=Nc1c(O)[nH]c2ccccc12)c1cc(-c2ccc(F)cc2)n[nH]1	1.1	-9.1	4.2%	-0.6	-0.3%	?	0.8%	-5.0	-22.9
40	CC(=O)OC[C@H]1O[C@@H](O/N=C/[C@@H](C)[C@H](OCc2ccccc2)C(C)C)[C@H](OC(C)=O)[C@@H](OC(C)=O)[C@@H]1OC(C)=O	3.4	nt	-0.2%	-3.6	nt	nt	nt	-0.7	-10.2
41	COc1cc(/C=C/CN2CCN(Cc3ccc(C)o3)C(CCO)C2)ccc1O (stereo not given)	0.5	-8.5	-1.2%	-3.7	1.1%	3.4%	-1.5%	nt	10.5
42	CCN(CC(=O)Nc1c(F)cccc1F)C(=O)CN1C(=O)C2CCCCC2C1=O (stereo not given)	6.7	-5.9	1.6%	nt	-0.6%	2.6%	-2.1%	2.6	16.1
43	O=C(N/N=C/c1ccc(OC(=O)c2ccccc2)cc1)c1ccc(CN2CCOCC2)cc1	-0.4	-13.8	-2.7%	7.8	0.5%	-3.8%	-3.3%	10.8	6.2
44	N#CCC(=O)Nc1ncc(Cc2ccccc2Cl)s1	3.0	5.3	1.3%	2.0	-29.6%	-0.8%	-2.7%	-3.8	2.3
45	COc1ccc(NC(=O)COC(=O)c2ccc(-n3cnnn3)cc2)c([N+](=O)[O-])c1	0.6	-3.8	0.0%	0.0	0.8%	2.0%	-6.2%	2.5	11.5
